Screens deposited in PubChem by several laboratories.
M4 PAM = positive allosteric modulators of human muscarinic M4 receptor; CHO-K1 hM4/Gqi5, Fluo-8 calcium fluorescence, ACh EC20; 0% = ACh EC20, 100% = maximal ACh; activation, % at 3 µM; 360,000 tested, 0.4% active; AID 624126;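 active = activation above its plate's cutoff, the mean activation of sample wells plus 3 SD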; also: some results filed as inactive read as strong as hits
PHOSPHO1 block = inhibitors of human PHOSPHO1 phosphatase; 290,000 tested, 1.1% active; AID 1565; Q8TCT1; recombinant PHOSPHO1, absorbance phosphatase assay; inhibition, % at 13.3 µM; in the data active = inhibition above about 60%
Target sequence (Q8TCT1 whole entry, looked up): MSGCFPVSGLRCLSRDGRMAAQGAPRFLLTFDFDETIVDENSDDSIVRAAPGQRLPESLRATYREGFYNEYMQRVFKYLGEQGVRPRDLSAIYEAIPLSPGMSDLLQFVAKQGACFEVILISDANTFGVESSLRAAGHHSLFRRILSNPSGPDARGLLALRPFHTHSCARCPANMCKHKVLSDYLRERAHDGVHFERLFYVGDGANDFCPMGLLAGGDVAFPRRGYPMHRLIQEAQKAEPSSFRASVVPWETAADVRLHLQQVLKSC
GalR3 antag = human GalR3 antagonism | HEK293 GalR3-CNG cAMP membrane potential fluorescence; galR3 body fused to GalR1 C-terminus | O60755 | AID 651719 | inhibition, % at 3 µM | 360,000 tested, 0.44% active;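 active = inhibition above the screen-wide average plus 3 SD, cut at about 13% in these data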;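 also: forskolin and galanin both at EC90 stimulate the cells; cAMP rise reported by CNG channel membrane potential dye signal; 0% = forskolin plus galanin with DMSO and 100% = forskolin alone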
CRFBP-R2 block = antagonists of CRF-binding protein/CRF-R2 receptor complex; inhibition, % at 11.8 µM; HEK293 CRF-R2/CRF-BP, CRF-induced calcium fluorescence; 350,000 tested, 0.59% active; AID 588475;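 active = inhibition of the ligand-induced calcium signal above about 50% at the single tested concentration, limit read from the data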
pCIP destab = compounds decreasing mouse p/CIP protein stability. Q05BA5. F442A p/CIP-EGFP cells, EGFP fluorescence, 16 h. decrease of EGFP signal, % at 10 µM. 290,000 tested, 0.01% active. AID 1984;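 active = EGFP signal decrease of at least 30% at 10 µM or well 3 SD below plate mean, unless failing retest; inactive = the rest, including hits failing retest or dose response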; also: some compounds called inactive have numbers as strong as hits; many of its hits are not listed in these tables
IDE act = activators of human insulin-degrading enzyme in cells. HEK cells, FAbeta-B cleavage, fluorescence polarization; 0% vehicle, 100% cell-free pure enzyme wells. 340,000 tested, 0.073% active. activation, % at 5.96 µM. P14735;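 active = activation above the mean of all tested compounds plus 3 SD, set per screening campaign, cut at about 17% in these data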
CRFBP-R2 agonist = CRF-BP/CRF-R2 complex agonism | HEK293 CRF-R2/CRF-BP, calcium dye fluorescence (FLIPR); percent of saturating CRF peptide response | activation, % at 13.2 µM | AID 588473 | 350,000 tested, 0.46% active;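 active = activation of at least 50%, plus an integration ratio under a set limit after plate pattern correction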;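 also: plate controls were neutral control wells without compound for no effect and CRF at EC100 for full effect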
MEKK3 PB1 HTS = raises or lowers MEK5 binding to the human MEKK3 PB1 domain | 290,000 tested, 1.4% active | bead-based flow cytometry, Alexa488-MEK5 binding to MEKK3; actives lie on both sides; 0 = blocked by unlabeled MEK5, 100 = vehicle | binding response (% of control), % at 10 µM | AID 1529 | Q99759;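 active = binding response more than 3 SD above or below the average of its plate-row segment, actives on both sides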;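 also: Alexa488 bead fluorescence after subtracting the streptavidin-only scavenger bead signal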
Target sequence (Q99759 whole entry, looked up, the tested form may be a part): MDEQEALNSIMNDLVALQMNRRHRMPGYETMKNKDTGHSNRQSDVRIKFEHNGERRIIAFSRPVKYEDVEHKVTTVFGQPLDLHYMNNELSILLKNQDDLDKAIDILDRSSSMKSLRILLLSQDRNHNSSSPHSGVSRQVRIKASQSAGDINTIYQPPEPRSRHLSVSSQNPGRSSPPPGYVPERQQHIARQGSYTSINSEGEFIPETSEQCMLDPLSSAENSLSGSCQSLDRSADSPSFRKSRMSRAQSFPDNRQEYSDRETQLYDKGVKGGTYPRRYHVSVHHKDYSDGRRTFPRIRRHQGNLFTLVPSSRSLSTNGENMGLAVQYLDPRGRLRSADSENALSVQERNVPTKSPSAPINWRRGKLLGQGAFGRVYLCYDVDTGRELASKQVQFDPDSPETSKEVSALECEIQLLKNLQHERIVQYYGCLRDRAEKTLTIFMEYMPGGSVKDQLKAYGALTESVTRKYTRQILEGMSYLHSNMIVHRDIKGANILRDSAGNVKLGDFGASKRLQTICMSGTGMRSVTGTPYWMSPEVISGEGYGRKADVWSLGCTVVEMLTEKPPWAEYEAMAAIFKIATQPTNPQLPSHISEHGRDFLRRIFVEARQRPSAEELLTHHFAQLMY
IDE cell inh = inhibitors of human insulin-degrading enzyme in cells. P14735. HEK cells, FAbetaB cleavage, fluorescence polarization. inhibition, % at 5.59 µM. 320,000 tested, 0.41% active. AID 434962;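 active = percent inhibition above the average of all tested compounds plus 3 SD, set per screening campaign, cut at about 16% in these data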;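 also: IDE supplied by intact live HEK cells; FP after avidin binding of uncleaved biotin substrate so inhibition keeps polarization high; 0% = DMSO wells and 100% = 60 µM reference IDE inhibitor Ii1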
* marks the source's active call; other numbers are inactive results; nt = not tested or not shown. Random draw from the library; any-hit rate near 4.2%.

CRFBP-R2 block	PHOSPHO1 block	M4 PAM	MEKK3 PB1 HTS	IDE cell inh	GalR3 antag	CRFBP-R2 agonist	pCIP destab	IDE act	canonical_smiles
-2	22	4	101	-2	-6	0.6	-9	4	Cc1nc(C)n(C(C)CNS(=O)(=O)c2ccc(C)c(C)c2)n1 (centres undefined)
2	41	-2	105	2	-5	-1.6	8	4	COc1cc(C(=O)Oc2c(OC)cc(C(=S)N3CCOCC3)cc2OC)cc(OC)c1OC
13	nt	11	nt	-4	-5	-4.2	nt	4	c1nc(CCO[C@H]2CCCCO2)cc2cc3c(cc12)OCO3
-190	7	1	101	nt	0	195*	-206	-143	CCOC(=O)c1c(-c2ccc(C)cc2)csc1NC(=O)/C(C#N)=C/c1ccc(O)c(OC)c1
5	nt	10	nt	-3	-2	-0.3	nt	4	O=C(COC(=O)c1c[nH]c(=O)[nH]c1=O)Nc1cccc([N+](=O)[O-])c1
-5	48	2	94	-4	0	0.7	-2	-2	CCN(CC(=O)Nc1ccc(NC(C)=O)cc1)C(=O)c1ccc(=O)[nH]c1
-15	56	4	98	2	-1	0.9	0	nt	O=C(NNC(=S)Nc1ccc(F)cc1)C1[C@H]2CCCC[C@@H]12 (some centres undefined)
27	0	-1	97	-5	-3	-1.3	2	-1	COc1ccccc1OCCNC(=O)/C=C/c1ccc([N+](=O)[O-])cc1
-16	0	-8	100	9	-4	-1.6	0	5	N#CCc1c(C#N)c(N)nc(N2CCN(c3ccc(F)cc3)CC2)c1C#N
-7	12	6	99	2	-6	-2.3	3	-3	CS(=O)(=O)N(CC(=O)NCCc1ccccc1)C1CCCCC1
-2	22	-3	103	2	-9	-1.8	-22	8	COc1ccc(NS(=O)(=O)c2ccc3c(c2)N(C(C)=O)CC(C)S3)c(OC)c1 (centres undefined)
8	nt	4	106	1	-4	-1.9	nt	5	Cc1ccc(CNC(=O)C2CC(c3ccccc3C(F)(F)F)=NO2)o1 (centres undefined)
5	-3	6	98	-2	0	-1.1	-2	3	CC1CCCC(C)N1C(=O)c1cc2ncc(CCCl)cn2n1 (centres undefined)
-13	-5	0	101	0	-2	0.4	-2	-1	CC(C)NS(=O)(=O)c1ccc(CCC(=O)N2CCc3ccccc3C2)cc1
-8	-4	-4	101	6	-5	1.6	0	3	Nc1ccc(SCCN2C(=O)c3ccccc3C2=O)cc1
-1	nt	3	nt	3	-3	-2.4	nt	2	C[C@H](CO)N1C[C@H](C)[C@@H](CN(C)C(=O)Nc2ccc3c(c2)OCO3)Oc2c(NC(=O)C3CCCCC3)cccc2C1=O
-1	nt	17	nt	3	-3	0.2	nt	5	Cc1cccc(NC(=O)CSCC(=O)N=c2sccn2C)c1
-4	nt	-2	nt	nt	-5	0.8	nt	4	O=C1[C@H](Oc2ccccc2)[C@@H](c2ccncc2)N1c1ccncc1
-18	nt	4	nt	nt	-4	-1.1	nt	nt	Cc1ccccc1OCc1nnc(SC(C)C(=O)O)n1-c1ccccc1 (centres undefined)
-7	6	0	105	-2	14*	-1.8	-14	0	CCCn1c(SCc2ccc(Cl)cc2)nc2c1c(=O)[nH]c(=O)n2C
-1	8	-7	105	0	-3	-1.9	-5	6	COc1ccc(C2OCC3(O)C(c4ccc(OC)c(OC)c4)OCC23)cc1OC (centres undefined)
-3	6	7	78	-1	-6	0.9	-4	nt	Cc1ccc(/C(O)=C/c2nc3cc(C)ccc3oc2=O)cc1
-10	27	-3	101	2	-7	1.8	-20	3	COc1ccccc1C(CNC(=O)CSc1ccc2ccccc2c1)N(C)C (centres undefined)
0	7	-2	104	3	-5	0.4	-2	1	O=c1c2c([nH]c3ccccc13)CCCCCC2
-8	55	3	100	1	-1	0.8	-12	9	CSc1nsc(SC)c1C(=O)NC(=O)Nc1cccnc1
-9	5	1	107	5	-3	0.1	-3	0	O=C(Nc1ncc(C(F)(F)F)cc1Cl)C1COc2ccccc2O1 (centres undefined)
-9	nt	-5	nt	7	4	-1.5	nt	6	O=S(=O)(c1ccc(F)cc1)N1CCN(CCOc2ccccc2)CC1
-26	16	4	99	2	0	20	-4	0	CCC(=O)N(Cc1cc2cc(OC)ccc2[nH]c1=O)c1ccccc1C
1	-28	2	101	-2	-7	-1.2	-4	2	COc1ccc(Cl)cc1N(CC(=O)N(C)C)S(=O)(=O)c1ccc(C)c([N+](=O)[O-])c1
4	1	-10	nt	-8	-5	-1.9	-6	1	Cc1nn(Cc2ccc(C(=O)Nc3nccs3)cc2)c(C)c1Cl
-13	nt	-1	nt	nt	-1	-1.6	nt	3	Nc1nc(SCc2ccc(Cl)cc2Cl)c2ncn(C3OC(CO)C(O)C3O)c2n1 (centres undefined)
-14	9	12	104	1	-6	0.5	5	-3	O=S(=O)(NCc1cccnc1)c1ccccc1
-8	11	-7	102	5	-8	4.2	4	-2	Cc1ccc2nc(N(CCN(C)C)C(=O)c3cc(Cl)sc3Cl)sc2c1
-11	nt	2	nt	2	-7	0.0	nt	7	Cc1ccc(NC(=O)COC(=O)CC2CCCC2)cc1F
nt	4	nt	104	-2	nt	nt	0	nt	N#CC(C#N)=Cc1ccccc1OCc1ccccc1
13	14	-1	103	-2	-10	-0.2	-10	0	COc1cc(OC)c(NC(=O)c2cccc(F)c2)cc1Cl
2	28	10	94	2	-6	0.7	-11	-2	Clc1ccc2noc(-c3ccccc3)c2c1
nt	20	nt	99	-2	-2	nt	0	nt	CN(C)CCNC(=O)C(=O)C1C(=O)Nc2ccccc21 (centres undefined)
9	1	2	109	-4	2	0.1	-6	1	COc1ccc(-n2c(C)nc3cc(C(=O)O)ccc32)cc1
13	-2	-7	100	2	-1	-0.3	-14	3	CC(/C=N/NC(=O)CSc1ccccn1)=C\c1ccc(C(C)C)cc1
24	18	-3	101	5	nt	-7.8	3	3	COc1ccc(N2CCN(S(=O)(=O)c3cc4c(cc3C)N(C(C)=O)CCO4)CC2)cc1
-19	37	0	100	-3	-7	-0.6	-2	5	CCc1cccc(NC(=O)c2cccc(S(=O)(=O)N3CCN(C)CC3)c2)c1
-31	14	-7	83	8	-6	-1.8	-4	-5	CCC(C)(C)n1nnnc1C(c1cc2ccc(OC)cc2[nH]c1=O)N1CCc2ccccc2C1 (centres undefined)
-2	nt	-3	nt	nt	-4	0.5	nt	-2	Cc1ccc(S(=O)(=O)N2CCOCC2)cc1NC(=O)COC(=O)c1cnc(Cl)c(Cl)c1
-18	51	-1	98	1	2	-0.6	3	3	COc1ccc(-c2c(C)nn3c(N)c(C#N)cnc23)cc1OC
-5	19	2	105	0	nt	-1.7	-3	5	O=C(CN1CCOCC1)Nc1ccc(Cl)c(Cl)c1
17	14	-1	nt	-3	-4	-4.2	8	0	COc1ccc(CN2CCN(S(=O)(=O)c3ccc(NC(C)=O)cc3)CC2)cc1OC
12	-16	-7	95	-3	-7	-2.6	-2	0	CC(=O)c1ccc(NC(=S)Nc2ccc(Br)c(Cl)c2)cc1
3	6	0	89	2	10	-1.9	-6	3	Cc1cccc(C)c1NC(=O)CSc1nnc(C)n1CC1CCCO1 (centres undefined)
-15	42	3	103	-1	-10	0.7	4	5	Cc1c(CN2CCC(C(=O)Nc3ccc(Oc4ccccc4)nc3)CC2)cnn1C

Other records follow.
CRFBP-R2 block	PHOSPHO1 block	M4 PAM	MEKK3 PB1 HTS	IDE cell inh	GalR3 antag	CRFBP-R2 agonist	pCIP destab	IDE act	canonical_smiles
47	nt	-5	nt	nt	-4	-1.7	nt	nt	Cc1cscc(C)c1=S
2	34	-2	97	2	0	-1.2	6	2	O=C(Cn1cc2c(n1)CCCC2)Nc1ccccc1Br
14	-1	0	94	-1	3	-1.8	-1	9	COc1ccc(Nc2cc(C)nc3ncnn23)c(OC)c1
-20	nt	-6	nt	-1	-4	0.2	nt	2	CN(Cc1ccccc1)S(=O)(=O)c1ccc(NC(=O)c2ccccc2C(=O)O)cc1
-29	-13	-2	103	-3	-1	-3.3	-6	5	CCCC(=O)Nc1ccc(NC(=O)c2ccccc2Cl)nc1
-9	nt	-1	nt	nt	0	2.5	nt	nt	CN(C)Cc1c[nH]c2nccnc12
9	-5	0	102	-4	-7	-5.2	9	-1	CC(=O)c1c(C)[nH]c(C(=O)Nc2ccccc2Cl)c1C
8	6	4	104	0	11	-0.9	6	-5	COCCCNC(=O)c1cccc2c(=O)c(C)c(-c3ccccc3)oc12
26	-24	-6	105	2	-5	1.2	-10	-4	COc1ccccc1N1CCN(C(c2cccs2)C(C)NC(=O)c2cccs2)CC1 (centres undefined)
-17	24	0	104	-2	-10	2.0	3	4	Cc1ccc2nc(NC(=O)c3ccccc3F)sc2c1
-4	-2	-7	116	3	-4	-0.9	13	0	Cc1ccc(OCC(=O)Nc2ccc(S(=O)(=O)Nc3ccccn3)cc2)c(C)c1
12	nt	9	nt	0	-6	0.4	nt	6	COc1ccccc1NC(=O)C(=O)NCC(c1ccco1)N1CCc2ccccc21 (centres undefined)
-13	-11	-6	103	-7	-3	-3.6	-4	2	CCNC(=O)C(C)Oc1ccc(Cl)cc1Cl (centres undefined)
9	-9	5	95	3	7	-0.1	-1	0	COc1cc(/C=C/C(=O)OCC(=O)NCC2CCCO2)ccc1OCC#N (centres undefined)
-19	6	-23	94	2	-2	-0.8	-16	-1	NNC(=O)CCN(Cc1ccco1)S(=O)(=O)c1ccc(Cl)cc1
-16	-8	-3	98	0	-1	-0.5	-6	0	CCCc1[nH]nc2c1C(c1ccc(OCCN3CCOCC3)c(OC)c1)C(C#N)=C(N)O2 (centres undefined)
14	22	-4	104	6	-5	-3.0	-3	-4	Cc1cc(C)c(C(=O)Cn2nc(C)c([N+](=O)[O-])c2C)cc1C
-11	22	-13	109	6	-2	-1.9	1	2	CN(C)c1ccc(C2C3=C(CCCC3=O)OC3=C2C(=O)CCC3)cc1
3	nt	8	nt	-4	-8	0.3	nt	3	COc1ccccc1NS(=O)(=O)c1cccc(C(=O)NNC(=O)c2ccc(NC(C)=O)cc2)c1
-16	28	11	103	1	-3	4.5	2	-3	CSc1nc2c(c(=O)[nH]1)C(c1ccc(Cl)cc1)CC(=O)N2 (centres undefined)
6	58	-4	90	0	-3	-0.9	3	7	NC(=O)C1CCN(C(=O)C(=O)c2cn(CC(=O)N3CCCCCC3)c3ccccc23)CC1
-4	0	-3	100	1	-1	0.9	7	-4	CCN(CC)S(=O)(=O)c1ccc(C(=O)NCC(=O)N/N=C/c2ccccc2OC)cc1
2	nt	8	nt	-1	2	-0.8	nt	1	CN(C)C(=O)CSc1ccccc1C(=O)OCC(=O)NC1CC1
14	16	3	103	-1	0	-1.2	-6	4	COC(=O)C1CSC(C(=O)OC)N1C(=O)Nc1ccccc1 (centres undefined)
1	47	5	101	2	1	-1.4	-18	2	CCOC(=O)c1cc(-c2nnc(SCC(=O)Nc3ccc(F)cc3)o2)c(C)nc1C
7	10	-7	91	1	-7	0.6	-9	1	N#Cc1ccc(/C=N/NC(=S)Nc2ccc(S(=O)(=O)N3CCOCC3)cc2)cc1
-5	4	1	100	-4	-2	9.6	-10	-1	CCOC(=O)C#CC(CCc1ccccc1)OS(N)(=O)=O (centres undefined)
